Compound activity as filed in PubChem.
KCNQ1 inh – blocks the human KCNQ1 potassium channel; P51787; CHO-K1 KCNQ1, FluxOR thallium flux fluorescence; active compounds read high; B-score at 10 µM; 1.3% of 310,000 active;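 active means compounds whose thallium flux B-score, printed positive for inhibition, exceeds three library SD while starting fluorescence stays within three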;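 further: channel opened by potassium depolarization with thallium stimulus after 20 min compound exposure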
DYRK1A inh – Dyrk1A (rat) kinase inhibition; ADP-Glo luminescence, NFATc1 peptide; inhibition, % at 12.5 µM; 0.43% of 310,000 active; in the data active means inhibition above about 50%;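 further: plate controls were vehicle with enzyme for no effect and no enzyme for full effect; many of its hits are not listed in these tables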
hERG protect – shields human hERG channel from block by proarrhythmic agents; Q12809; CHO-hERG, FluxOR thallium flux, dofetilide IC70 present; activation (rescue from dofetilide block), less the hit threshold, % at 10 µM; 0.51% of 310,000 active; AID 1511;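 active means activation above the mean of controls blocked by dofetilide plus 5 SD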;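 further: thallium influx through hERG after potassium depolarization seen as dye fluorescence rise; in these data hits start at about 4.7%; inactives centre near -7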
PolyA inhibitor – yeast polyadenylation inhibition. S. cerevisiae SKY197-pL101 polyadenylation reporter, beta-gal luminescence; efflux-impaired pdr1/pdr3 knockout yeast; score 100 = 6 SD above DMSO. 0.02% of 300,000 active. calls only at 12 µM;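 active means lowest replicate activity score at least 50, where 100 means six control SD above control mean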;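 further: yeast exposed to compound for 9 h at 30 °C; higher score means more reporter readthrough which indicates perturbed polyadenylation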
TRPC4 inh – TRPC4 (mouse) channel inhibition; B-score at 10 µM; 0.39% of 300,000 active; HEK293 TRPC4beta/mu-opioid, DAMGO-evoked Fluo4 calcium flux; active compounds read low; Q9QUQ5;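 active means B-score over 3 SD under the library average, no early fluorescence shift, positive overall ratio signal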
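test system = HEK293 cells with stable TRPC4beta plus mu-opioid receptor expression | detection = Fluo4 Ca2+ flux fluorescence | read-out = integrated fluorescence ratio relative to baseline, converted to per-well B score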
KCNK3 inh – human KCNK3 channel inhibition, primary screen. O14649. CHO-KCNK3 thallium flux, FluxOR fluorescence; active compounds read low. B-score at 10 µM. 0.84% of 340,000 active. AID 602410;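 active means B-score under library mean minus 4 SD, starting fluorescence ratio at most library mean plus 5 SD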;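 further: more negative B-score means stronger inhibition of thallium flux through KCNK3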
Target sequence (O14649 whole entry, looked up): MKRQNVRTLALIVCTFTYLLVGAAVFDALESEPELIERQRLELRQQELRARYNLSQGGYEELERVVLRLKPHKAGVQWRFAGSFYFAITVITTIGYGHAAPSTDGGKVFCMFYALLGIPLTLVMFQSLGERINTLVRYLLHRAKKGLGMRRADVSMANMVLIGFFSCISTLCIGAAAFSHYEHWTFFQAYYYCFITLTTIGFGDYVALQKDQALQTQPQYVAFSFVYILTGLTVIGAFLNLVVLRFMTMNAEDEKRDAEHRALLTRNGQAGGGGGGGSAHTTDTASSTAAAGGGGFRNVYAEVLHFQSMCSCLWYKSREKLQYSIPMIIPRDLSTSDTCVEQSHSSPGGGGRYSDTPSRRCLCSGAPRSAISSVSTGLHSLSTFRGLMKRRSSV
KCNQ1 act – human KCNQ1 channel potentiation or activation; CHO-K1 KCNQ1, thallium flux FluxOR fluorescence; active compounds read high; AID 2648; B-score at 10 µM; 0.35% of 310,000 active;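 active means fluorescence ratio B-score, a plate-corrected score, at least three library SD, with initial intensity B-score within 5 SD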
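System: Stable KCNQ1 CHO-K1 line | Incubation: 90 min dye loading and 20 min compound exposure, both at room temperature | Measure: Ratio B score | Medium: Assay buffer for compound exposure, DMSO matched across wells | Compound dosing: Single-concentration screen | Probe or stimulus: K+/Tl+ depolarizing stimulus | Measured by: Kinetic FluxOR fluorescence, 10 s baseline plus 110 s post-stimulus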
TRPC4 agonist – activators of mouse TRPC4 channel; AID 2237; 0.49% of 310,000 active; B-score at 10 µM; HEK293 TRPC4beta/mu-opioid, Fluo4 calcium fluorescence; active compounds read high; Q9QUQ5;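 active means B-score above 5 SD of library B-scores, and initial fluorescence ratio not above library mean plus 5 SD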;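 further: positive B-score marks a calcium rise read as TRPC4 activation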
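Test system: HEK293 cells stably co-expressing mouse TRPC4beta and mu-opioid receptor | Schedule: Fluo4 dye loading 45 min at room temperature, 110 s recording | Measured by: Kinetic Fluo4 calcium fluorescence, 5 s baseline at 1 Hz | Evaluation: B score of integrated ratio | Controls: Buffer (low) and maximal DAMGO (high)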
TRPC4 potent – allosteric potentiators of mouse TRPC4 channel | Q9QUQ5 | HEK293 TRPC4beta/mu-opioid, DAMGO EC20, Fluo-4 Ca2+ flux; active compounds read high | B-score at 10 µM | 0.42% of 310,000 active;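 active means B-score of calcium response area above 5 SD of library B-scores, with initial fluorescence ratio within 5 SD of library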;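 further: B-score of integrated fluorescence ratio over time as area under calcium response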
Platelet DG rel – platelet dense granule release activity. human platelet-rich plasma, SFLLRN dense granule ATP release, luminescence. inhibition, %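 (compounds screened at 7.5 µM in platelet-rich plasma)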. 0.22% of 300,000 active. AID 1663;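 active means mean replicate score, as percent of positive control, at or above 50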
KCNK9 inh – blocks the human KCNK9 two-pore domain potassium channel | 1.2% of 310,000 active | HEK293 KCNK9, FluxOR thallium flux fluorescence; active compounds read low | B-score at 10 µM;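 active means ratio B-score over 3 SD below the library mean, with starting fluorescence within 5 SD of its mean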;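 further: negative B-score means less thallium flux so channel inhibition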
Target sequence (Q9NPC2 whole entry, looked up, the tested form may be a part): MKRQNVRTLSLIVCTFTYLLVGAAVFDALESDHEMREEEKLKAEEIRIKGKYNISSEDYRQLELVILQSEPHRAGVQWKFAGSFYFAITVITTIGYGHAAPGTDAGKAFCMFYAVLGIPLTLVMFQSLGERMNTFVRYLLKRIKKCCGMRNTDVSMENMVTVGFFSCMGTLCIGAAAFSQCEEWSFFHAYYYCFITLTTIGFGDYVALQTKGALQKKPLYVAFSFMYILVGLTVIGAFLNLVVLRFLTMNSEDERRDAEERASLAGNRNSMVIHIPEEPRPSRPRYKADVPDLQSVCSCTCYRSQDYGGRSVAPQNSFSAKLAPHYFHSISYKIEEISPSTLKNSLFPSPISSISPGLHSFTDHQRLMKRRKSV
The depositor's hits bear a star; i = inactive; / = not tested or not shown. Some of the compounds tested; count on the stated rates, not on these rows.

Results follow in this order: KCNQ1 inh	DYRK1A inh	hERG protect	PolyA inhibitor	TRPC4 inh	KCNK3 inh	KCNQ1 act	TRPC4 agonist	TRPC4 potent	Platelet DG rel	KCNK9 inh
CCCc1nnc(NC(=O)CSc2ncn[nH]2)s1
 : i	1	-5	i	i	i	i	i	i	3	i
OCC(O)C1OC(Nc2ccc(Br)cc2)C(O)C1O (configuration not stated)
 : i	-3	-6	i	i	i	i	i	i	4	i
CCN(CC(=O)Nc1ccccc1OC)C(=O)COc1ccc2ccccc2c1
 : i	7	-9	i	i	i	i	i	i	7	i
Nc1cc(=O)[nH]c(SCC(=O)Nc2nnc(-c3ccccc3)s2)n1
 : i	4	-10	i	i	i	i	i	i	2	i
COCCNC(=O)/C(C#N)=C/c1ccc(OC(=O)c2cccs2)c(OC)c1
 : i	/	-11	i	i	i	i	i	i	-1	i
N=c1c(C(=O)NCC2CCCO2)cc2c(=O)n3ccccc3nc2n1Cc1ccc(Cl)cc1 (configuration not stated)
 : i	0	-15	i	i	i	i	i	29*	6	i
Cc1ncoc1C(=O)Nc1ccccc1C(N)=O
 : i	3	-4	i	i	i	i	i	i	10	i
Cc1c(OCC(=O)Nc2cccnc2)ccc2c3c(c(=O)oc12)CCC3
 : i	1	-4	i	i	i	i	i	i	8	i
CCCCN(C(=O)c1cccc(-n2cccc2)c1)c1c(N)n(Cc2ccccc2)c(=O)[nH]c1=O
 : i	-1	-9	i	i	i	i	i	i	0	i
COc1ccccc1OCCSc1nnc(CNC(=O)c2ccco2)n1C
 : i	-5	-12	i	i	i	i	i	i	8	i
Cc1cc(C)c(NC(=O)Cn2c(=O)c3cccn3c3ccccc32)c(C)c1
 : i	1	-7	i	i	i	i	i	i	-13	i
COc1ccc(Cl)cc1NC(=O)CCN1CCOCC1
 : i	0	-12	/	i	i	i	i	i	6	i
CC1(C)CC(=O)CC(=O)/C1=N\Nc1c(Cl)cc(Cl)cc1Cl
 : i	1	-7	i	i	i	i	i	i	6	i
CCCCC(=O)NC(=S)Nc1c(C)cc(Br)cc1C
 : i	2	-7	i	i	i	i	i	i	0	i
Cc1ccc(C)c(N(C(=O)Cn2nnc3ccccc32)C(C(=O)NC(C)(C)C)c2ccsc2)c1 (configuration not stated)
 : i	-7	-5	i	i	i	i	i	i	3	i
CC(C)CN(CC(C)C)C(=O)COc1ccccc1C(N)=O
 : i	/	-2	i	i	i	i	i	i	20	i
COc1ccccc1-c1cc(C(F)(F)F)nc(S(C)(=O)=O)n1
 : i	-1	-10	i	i	i	i	i	i	4	i
CCC(C)(C)NC(=O)CN(Cc1cccs1)C(=O)CNS(=O)(=O)c1ccc(C)cc1
 : i	2	-15	i	i	i	i	i	i	-4	i
Cc1oc(-c2cccs2)nc1CN1CCN(C(C)C)C(CCO)C1 (configuration not stated)
 : i	-3	-19	i	i	i	i	i	i	-2	i
c1ccc(C[C@H]2CNCCN2CCCCC2CCCCC2)cc1
 : i	6	-15	i	i	i	i	i	i	1	i
O=C(Cn1cccc1)N1CCc2ccccc21
 : i	-3	-5	i	i	i	i	i	i	-15	i
CCCCn1c(N)c(N(CCOC)C(=O)COC(=O)COc2ccc(CC)cc2)c(=O)[nH]c1=O
 : i	3	-7	i	i	i	i	i	i	-12	i
c1ccc2cc(-c3cc4ccccn4c3)ccc2c1
 : i	2	-8	i	i	i	i	i	i	-1	i
CCCNC(=O)Nc1cc(S(=O)(=O)CC)ccc1O
 : i	2	-1	i	i	i	i	i	i	-7	i
Cc1cc(CNC(=O)CC2C(=O)NCCN2Cc2ccccc2C(F)(F)F)nn1C (configuration not stated)
 : i	8	-11	i	i	i	i	i	i	-3	i
CCOC(=O)C1CCN(Cc2cnc(Oc3ccc(OC)cc3)s2)CC1
 : i	7	-7	i	i	i	i	i	i	4	i
O=C(COC(=O)c1nc(Cl)ccc1Cl)NCc1cccs1
 : i	5	-12	i	i	i	i	i	i	/	i
O=C(CNC(=O)c1ccco1)Nc1ccc(Br)cc1
 : i	0	-9	i	i	i	i	i	i	8	i
O=C(COC(=O)CNC(=O)c1ccc(Cl)c([N+](=O)[O-])c1)NNC(=O)c1cccs1
 : i	5	-15	i	i	i	i	i	i	-2	i
Cc1cc(C)c(S(C)(=O)=O)c(N(C)NC(=O)c2c(F)cccc2F)n1
 : i	-2	-5	i	i	i	i	i	i	4	i

Brought forward from above: 5 compounds, then new ones.
Results follow in this order: KCNQ1 inh	DYRK1A inh	hERG protect	PolyA inhibitor	TRPC4 inh	KCNK3 inh	KCNQ1 act	TRPC4 agonist	TRPC4 potent	Platelet DG rel	KCNK9 inh
CCOC(=O)C1CCN(Cc2cnc(Oc3ccc(OC)cc3)s2)CC1
 : i	7	-7	i	i	i	i	i	i	4	i
O=C(COC(=O)c1nc(Cl)ccc1Cl)NCc1cccs1
 : i	5	-12	i	i	i	i	i	i	/	i
O=C(CNC(=O)c1ccco1)Nc1ccc(Br)cc1
 : i	0	-9	i	i	i	i	i	i	8	i
O=C(COC(=O)CNC(=O)c1ccc(Cl)c([N+](=O)[O-])c1)NNC(=O)c1cccs1
 : i	5	-15	i	i	i	i	i	i	-2	i
Cc1cc(C)c(S(C)(=O)=O)c(N(C)NC(=O)c2c(F)cccc2F)n1
 : i	-2	-5	i	i	i	i	i	i	4	i
O=C1c2ccccc2C(=O)N1Cc1nc2ccccc2c(=O)n1CCCN1CCOCC1
 : i	4	-9	i	i	i	i	i	i	0	i
CS(=O)(=O)N(CC(=O)Nc1ccc2c(c1)OCCO2)Cc1ccccc1
 : i	1	-8	i	i	i	i	i	i	-9	i
c1ccc(N2CCN(c3nc(-c4ccccn4)nc4ccccc34)CC2)cc1
 : i	2	-16	i	i	i	i	i	i	-1	i
COc1cc(/C=N/OCC(=O)NC2CCCCC2C)ccc1OCc1ccc(Cl)cc1 (configuration not stated)
 : i	1	-13	i	i	i	i	i	i	-10	i
CCC1(C)Cc2c(sc3[nH]c(=O)[nH]c(=O)c23)CS1 (configuration not stated)
 : i	-6	-9	i	i	i	i	i	i	2	i
CCOC(=O)C1CCN(c2c(N3CCCC(C(=O)OCC)C3)c(=O)c2=O)CC1 (configuration not stated)
 : i	8	-4	i	i	i	i	i	i	22	i
Cc1cc(C)cc(-n2c(O)c(C=NC3CCS(=O)(=O)C3)c3ccccc3c2=O)c1 (configuration not stated)
 : i	13	-11	i	i	i	i	i	i	4	i
Nc1c(N(CCO)C(=O)C2CCCCC2)c(=O)[nH]c(=O)n1Cc1ccccc1
 : i	0	-12	i	i	i	i	i	i	10	i
Cc1cc2c(c(=O)o1)C(CC(C)C)C(C#N)=C(N)O2 (configuration not stated)
 : i	4	-12	i	i	i	i	i	i	3	i
CC(CCc1ccccc1)NCC#N (configuration not stated)
 : i	12	-12	i	i	i	i	i	i	0	i
COc1ccc(/C(N)=N/OC(=O)CSc2ccc(C)cc2)cc1
 : i	5	-7	i	i	i	i	i	i	-14	i
O=S1(=O)CCN(Cc2ccc(Cl)c(C(F)(F)F)c2)CC1
 : i	-3	-1	i	i	i	i	i	i	-2	i
COc1ccccc1NC(=O)c1cnc2c(-c3ccccc3)c(C)nn2c1C
 : i	0	-14	i	i	i	i	i	i	-5	i
CC(C)Cn1c(CCCNC(=O)c2ccc(F)cc2)nc2ccccc21
 : i	1	-4	i	i	i	i	i	i	1	i
CC(=O)c1cccc(NC(=O)C2CC(=O)N(c3cccc(C)c3C)C2)c1 (configuration not stated)
 : i	-2	-15	i	i	i	i	i	i	-2	i
COc1ccc(NC(=O)CCCNC(=O)c2ccc(Cl)cc2)c(OC)c1
 : i	4	-4	i	i	i	i	i	i	-1	i
O=Cc1sc([O-])nc1-[n+]1ccc2ccccc2c1
 : i	/	-8	i	i	/	i	i	i	-7	i
CCC(CC)c1nnc(NC(=O)c2ccc(N3CCCCC3)c([N+](=O)[O-])c2)s1
 : i	-4	-11	i	i	i	i	i	i	13	i
COc1cccc(NC(=O)CC2C(=O)NCCN2C(=S)Nc2ccc(F)cc2)c1 (configuration not stated)
 : i	-7	-14	i	i	i	i	i	i	20	i
CC(C)CCNC(=O)CSc1nc2ccccc2c(=O)[nH]1
 : i	-1	-5	i	i	i	i	i	i	2	i
Cc1c(OCC(=O)N(C)C)ccc2c3c(c(=O)oc12)CCCCC3
 : i	-1	-11	i	i	i	i	i	i	6	i
CCOc1ccccc1-c1nc(SCC(=O)O)n[nH]1
 : i	1	-3	i	i	i	i	i	i	1	i
Cc1ccc(CNC(=O)c2nnc(CS(=O)(=O)c3ccccc3)o2)cc1
 : i	2	-11	i	i	i	i	i	i	2	i
Cn1ccnc1C(O)(c1ccccc1)c1nccn1C
 : i	1	-5	i	i	i	i	i	i	-1	i
COc1ccc(CCNC(=O)CCOc2ccc(C)cc2)cc1OC
 : i	-2	-6	i	i	i	i	i	i	7	i
O=C1NC(=O)[C@@H]2C3c4ccccc4C=CN3[C@H](C(=O)c3cccs3)[C@H]12 (some centres not stated)
 : i	/	-11	i	i	/	i	i	i	3	i
CCN1CCN(S(=O)(=O)c2ccc(C(=O)Nc3ccccc3)cc2)CC1
 : i	0	-9	i	i	i	i	i	i	-4	i
CC(C)CCOCC(=O)Oc1ccccc1C(=O)O
 : i	10	-3	i	i	i	i	i	i	-3	i
O=c1cc(O)c(-c2cccc(Cl)c2)c(Cl)[nH]1
 : i	0	-8	i	i	i	i	i	i	-5	i
O=C(C1=C(O)C(=O)N(CCN2CCOCC2)C1c1ccc(Br)cc1)c1cc2ccccc2o1 (configuration not stated)
 : i	/	-7	i	i	i	i	i	i	7	i
C/C(=N\Nc1ccc(C#N)cc1[N+](=O)[O-])c1ccc(C)o1
 : i	/	2	i	i	i	i	i	i	-3	i
CNC(=S)Nc1cc(C(F)(F)F)ccc1Cl
 : i	2	-1	i	i	i	i	i	i	8	i
